PI4K2A inh – qHTS for small molecular inhibitors of PI4K2A; 0.13% of 420,000 active; AID 1346378, 2018; Phosphatidylinositol 4-kinase type 2-alpha (Homo sapiens), Q9BTU6; purified PI4K2A, ADP-Glo luminescence, 1 h; hits give low values; activity change, negative = inhibition, % at 76.9 µM; in the data active = activity change below about -50%; inconclusive = mostly about -30% to -49%;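 also: -100% = wells without enzyme as full effect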
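Compounds are screened against recombinant PI4K2A using PI as substrate and ATP, the latter dispensed at 300 microM. Reactions run one hour at ambient temperature before ADP-Glo detection; full inhibition defined by wells lacking enzyme.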
BAZ2B inh – qHTS Assay for Inhibitors of BAZ2B; AID 504333, 2011; Potency, µM (highest dose often 114 µM), for inactives: at the highest dose activity change, negative = inhibition, usual class: inhibitors; 4.4% of 360,000 active; AlphaScreen BAZ2B-H3K14Ac peptide displacement; also: potency is read from the fitted curve at half-maximal effect; % is scaled to controls: 0 for no effect and ±100 for the full control effect; nearly all actives have a fitted effect of over 60% in size
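Inhibition is scored as reduced AlphaScreen emission. The BAZ2B/b-H3(5-23)K14Ac complex (50 nM each) in PBS pH 7.4, 0.01% Tween-20 meets compound (up to 110 uM) for 30 min at RT before bead addition.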
GLS inhibitor – qHTS for Inhibitors of Glutaminase (GLS); GLS enzymatic activity, qHTS titration; 0.21% of 410,000 active; Potency, µM (titrated, usually from 45.5 µM), for inactives: top-dose activity change, negative = inhibition, usual class: inhibitors; Glutaminase kidney isoform, mitochondrial (Homo sapiens), O94925; AID 624170, 2012; also: potency is read from the fitted curve at half-maximal effect; % is scaled to controls: 0 for no effect and ±100 for the full control effect
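Coupled fluorescence readout: glutamate oxidase/HRP/Amplex Red detect glutamate formed by hKGA from L-glutamine (1 mM solution added). Buffer 45 mM KH2PO4 pH 8.2, 0.02% Tween-20; reads at t0 and 30 min RT.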
Tb PGK inh – qHTS Assay to Find Inhibitors of Phosphoglycerate Kinase; 0.043% of 380,000 active; PGK/GAPDH coupled, Kinase-Glo luminescence, 60 min; Potency, µM (series often up to 57.5 µM), for the others: at the top dose activity change, negative = inhibition, hits mostly inhibitors; Phosphoglycerate kinase, glycosomal (Trypanosoma brucei brucei), P07378; also: potency is read from the fitted curve at half-maximal effect; % is scaled to controls: 0 for no effect and ±100 for the full control effect; nearly all actives have a fitted effect of over 60% in size
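Recombinant glycosomal PGK reaction used 1,3-bisphosphoglycerate generated in-well by GAPDH (100nM final) in 100mM TEA pH 7.6, 5mM MgCl2, 0.01% Tween-20. After 60 minutes at room temperature, ATP was read by Kinase-Glo Plus luminescence end-point.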
JMJD2A Tudor – qHTS Assay for Inhibitors of JMJD2A-Tudor Domain; Lysine-specific demethylase 4A (Homo sapiens), O75164; AlphaScreen JMJD2A-Tudor / H3K4me3 peptide binding; Potency, µM (series often up to 114 µM), for inactives: at the highest dose activity change, negative = inhibition, usual class: inhibitors; 4.4% of 390,000 active; AID 504339, 2011; also: potency is read from the fitted curve at half-maximal effect; % is scaled to controls: 0 for no effect and ±100 for the full control effect; nearly all actives have a fitted effect of over 50% in size
Target sequence (O75164 whole entry, looked up, the tested form may be a part): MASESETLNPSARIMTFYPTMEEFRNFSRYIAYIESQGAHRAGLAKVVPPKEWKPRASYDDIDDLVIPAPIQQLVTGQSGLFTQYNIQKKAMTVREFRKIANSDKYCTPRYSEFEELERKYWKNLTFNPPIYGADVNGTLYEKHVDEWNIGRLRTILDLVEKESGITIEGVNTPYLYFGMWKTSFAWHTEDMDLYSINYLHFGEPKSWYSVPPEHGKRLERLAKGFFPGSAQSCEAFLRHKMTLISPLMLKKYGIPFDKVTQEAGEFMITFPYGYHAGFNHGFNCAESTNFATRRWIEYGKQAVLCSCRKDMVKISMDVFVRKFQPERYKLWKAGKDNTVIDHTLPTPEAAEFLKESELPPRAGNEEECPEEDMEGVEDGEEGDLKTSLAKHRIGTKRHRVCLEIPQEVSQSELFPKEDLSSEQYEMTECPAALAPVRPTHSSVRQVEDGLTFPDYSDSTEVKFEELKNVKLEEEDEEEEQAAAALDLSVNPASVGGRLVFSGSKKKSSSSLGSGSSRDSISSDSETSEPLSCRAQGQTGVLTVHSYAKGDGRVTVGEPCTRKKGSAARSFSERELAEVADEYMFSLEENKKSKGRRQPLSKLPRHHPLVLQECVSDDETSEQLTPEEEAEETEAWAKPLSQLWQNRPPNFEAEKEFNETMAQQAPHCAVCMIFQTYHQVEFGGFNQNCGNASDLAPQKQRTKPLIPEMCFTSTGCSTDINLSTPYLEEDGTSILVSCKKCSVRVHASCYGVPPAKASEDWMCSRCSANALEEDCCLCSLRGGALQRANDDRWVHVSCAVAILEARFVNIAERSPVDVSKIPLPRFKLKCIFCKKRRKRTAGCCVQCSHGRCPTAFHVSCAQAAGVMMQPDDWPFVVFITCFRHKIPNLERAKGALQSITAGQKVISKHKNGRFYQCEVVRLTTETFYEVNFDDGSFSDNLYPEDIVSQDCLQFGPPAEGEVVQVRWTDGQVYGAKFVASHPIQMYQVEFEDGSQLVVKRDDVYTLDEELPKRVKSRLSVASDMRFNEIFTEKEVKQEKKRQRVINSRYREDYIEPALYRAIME
POLH inh – qHTS for Inhibitors of Polymerase Eta; DNA polymerase eta (Homo sapiens), Q9Y253; recombinant Pol eta, fluorescent DNA replication assay; Potency, µM (series often up to 114 µM), for inactives: at the highest dose activity change, negative = inhibition, actives largely listed as inhibitors; 1.2% of 390,000 active; also: potency is read from the fitted curve at half-maximal effect; % is scaled to controls: 0 for no effect and ±100 for the full control effect
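Fluorescent replication assay: 50 nM final substrate added after a 15 min room-temperature compound preincubation with 10 nM enzyme. Signal taken at 0 min and again at 10 min.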
G9a inh – qHTS Assay for Inhibitors of Histone Lysine Methyltransferase G9a; Histone-lysine N-methyltransferase EHMT2 (Homo sapiens), Q96KQ7; G9a H3K9 monomethylation, AlphaScreen, 2 h; Potency, µM (titrated, usually from 102 µM), for the others: top-dose activity, negative = inhibition, actives largely listed as inhibitors; 8.8% of 350,000 active; also: potency is read from the fitted curve at half-maximal effect; % is scaled to controls: 0 for no effect and ±100 for the full control effect; nearly all actives have a fitted effect of over 75% in size
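Methyltransferase reactions run at room temperature for 2 h (20 nM enzyme, 500 nM biotin-H3K9 peptide, 20 uM SAM) after a 15 min compound preincubation; product detected by AlphaScreen beads and anti-H3K9me1 antibody.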
Pin1 inhibitor – qHTS Assay to Find Inhibitors of Pin1 | Peptidyl-prolyl cis-trans isomerase NIMA-interacting 1 (Homo sapiens), Q13526 | Pin1 FP peptide displacement, HiFluor488, 10 min | Potency, µM (series often up to 115 µM), inactives show top-dose activity, negative = inhibition, actives largely listed as inhibitors | 0.009% of 390,000 active; active = well fitted inhibition curve with a large enough effect in the polarisation, with a control signal flat, not every such curve was filed as active; inconclusive = small, poorly fitted or top-dose-only effect, or effect the other way, or a change in a side signal; inactive = no such curve, though single readings can be large or run the other way; the % refers to the polarisation; also: potency is read from the fitted curve at half-maximal effect; % is scaled to controls: 0 for no effect and ±100 for the full control effect
HP1b binding inh – HTS for Inhibitors of HP1-beta Chromodomain Interactions with Methylated Histone Tails | 0.56% of 390,000 active | AlphaScreen HP1-beta / biotin-H3K9me3 peptide binding | Potency, µM (highest dose often 114 µM), without a hit: top-dose activity change, negative = inhibition, usual class: inhibitors | Chromobox protein homolog 1 (Homo sapiens), P83916; also: potency is read from the fitted curve at half-maximal effect; nearly all actives have a fitted effect of over 70% in size; inactives centre near 23
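AlphaScreen: HP1-beta (50 nM) preformed 30 min with biotin-H3(1-18)K9me3 peptide (50 nM) in PBS pH 7.4, 0.01% Tween-20. Compound added for 30 min at RT, then streptavidin donor/nickel chelate acceptor beads (10 ug/mL) for 30 min.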
* = called active by the depositor; i = inactive; u = inconclusive; x = not tested or not shown; & = joins results of further samples; ! = repeats disagree; [ ] = dose if it differs, or a comment. Unless noted, calls follow the shape of the dose curve; as a rule, active = well fitted curve in the direction sought with a large enough effect; inconclusive = small, poorly fitted or top-dose-only effect, or another doubt; inactive = no such curve, though single readings can be large; an effect the other way counts as inactive or inconclusive.

1: O=C1/C(=C\c2cccnc2)N2CCC1CC2
2: Cc1ccc(C(=O)NC(=S)NNS(=O)(=O)c2ccc(C)cc2)cc1
3: CCn1cc(CN2CCCC(C(=O)c3sccc3C)C2)cn1 (stereo not drawn)
4: COc1ccc(/C=C/C(=O)NC(=S)N2C[C@H]3C[C@H](C2)c2cccc(=O)n2C3)cc1OC
5: CCc1ccc(C(=O)C23CN4CN(CN(C4)C2)C3)cc1
6: O=[N+]([O-])c1ccc(N2CCNCC2)cc1NCC1CCCO1 (stereo not drawn)
7: CCN1CCN(S(=O)(=O)c2ccc(Cl)c(C(=O)Nc3ccc(C(=O)N(CC)CC)cc3)c2)CC1
8: O=P1(c2ccccc2)Nc2ccccc2N1c1ccccc1 (stereo not drawn)
Assay by compound	1	2	3	4	5	6	7	8
PI4K2A inh	0	13	4	-3	8	35	-3	-8
BAZ2B inh	-18%	-9%	-3%	-31%	6%	3%	-14%	x
GLS inhibitor	-3%	49%[activator]	0%	18%	1%	3%	1%	-2%
Tb PGK inh	-9%	0%	2%	-7%	x	i	-8%	1%
JMJD2A Tudor	-7%	-33%	-10%	-20%	-18%	-29%	1%	50µM*
POLH inh	2%	-9%	-1%	-15%	-7%	0%	-20%	-13%
G9a inh	-27%	7%[59 µM]	-30%	35µM*	-8%[59 µM]	-4%[12.7 µM]	x	x
Pin1 inhibitor	-10%	-3%	-1%	1%	1%	-4%	-6%	29%
HP1b binding inh	32%[activator]	4%	37%	22%	8%	10%	43%[activator]	u

Just JMJD2A Tudor, Pin1 inhibitor and Tb PGK inh, for 2 of the compounds above:
no.	Compound	JMJD2A Tudor	Pin1 inhibitor	Tb PGK inh
1	O=C1/C(=C\c2cccnc2)N2CCC1CC2	-7%	-10%	-9%
2	Cc1ccc(C(=O)NC(=S)NNS(=O)(=O)c2ccc(C)cc2)cc1	-33%	-3%	0%

(next part)
9: Cn1c(O)c(C=NCCN2CCOCC2)c(=O)[nH]c1=S
10: CC(C)[C@H]1C(=O)N2CCC[C@H]2[C@]2(O)O[C@](NC(=O)[C@@H]3C=C4c5cccc6[nH]cc(c56)C[C@H]4N(C)C3)(C(C)C)C(=O)N12
11: O=c1[nH]c(=O)n(Cc2ccco2)c(O)c1C=NCc1cccs1
12: CCC(=Nc1cc(OC)ccc1OC)c1c(O)[nH]c(=O)[nH]c1=O
13: O=C1CC(c2ccc(Br)cc2)c2c(c3ccccc3oc2=O)O1 (stereo not drawn)
14: O=C1C=CC(=O)C2C1C1(Cl)C(Cl)=C(Cl)C2(Cl)C1(Cl)Cl (stereo not drawn)
15: NCCc1c[nH]c2ccc(C(N)=O)cc12
16: O=C(CSc1ccc(Cl)cc1)NC1=NN(c2ccccc2)C(=O)C1
Assay by compound	9	10	11	12	13	14	15	16
PI4K2A inh	-2	-21	5	0	-1	-2	0&3	-9
BAZ2B inh	-21%	u	u	-3%	-23%	x	0%	u
GLS inhibitor	13%	-14%	-9%	0%	9%	-6%	9%	16%
Tb PGK inh	3%	0%	-9%	-7%	-2%	0%	1%	i
JMJD2A Tudor	-7%	-34%	-23%	-22%	-32%	u	0%	u
POLH inh	-4%	-12%	u	-8%	-14%	u	-17%	-6%
G9a inh	u	10µM*	-37%[59 µM]	u	-16%[59 µM]	x	35µM*!	-1%
Pin1 inhibitor	1%	u	0%	-1%	u	9%	0%	-19%
HP1b binding inh	-1%	3%	-1%	-2%	40%[activator]	-18%	39%	-11%

17: COc1cc2[nH]c(=O)n(Cc3ccc(C(=O)NC4CCCC4)cc3)c(=O)c2cc1OC
18: S=c1[nH]nc(-c2ccco2)n1/N=C/c1cccs1
19: CCCCC(CC)CNCC(O)c1ccccc1 (stereo not drawn)
20: Cc1nc2n(c(=O)c1CCN1CCC(c3noc4cc(F)ccc34)CC1)CCCC2
21: CSc1ncc(/C=C2/C(=O)NC(=O)N(C3CCCCC3)C2=O)cn1
22: CCCCn1c(O)c(C(C)=NCCCN(C)C)c(=O)[nH]c1=O
23: O=C1CC(c2ccc(C(F)(F)F)cc2)c2c(c3ccccc3oc2=O)O1 (stereo not drawn)
24: CCC1CN1P(=O)(Oc1ccc(Cl)cc1)N1CC1CC (stereo not drawn)
Assay by compound	17	18	19	20	21	22	23	24
PI4K2A inh	2	-3	1	3&1	-12	5	-5	-1
BAZ2B inh	4%	-33%	x	2%	u	8%	-8%	x
GLS inhibitor	-4%	-2%	-2%	-5%&1%	u	-2%	23%	1%
Tb PGK inh	-7%	-11%	6%	i	-3%	1%	0%	-2%
JMJD2A Tudor	-24%	40µM*	7.1µM*	u	u	3%	-15%	-29%
POLH inh	17%	u	-9%	-1%[57.1 µM]	-7%	-2%	-1%	-10%
G9a inh	7%[12.7 µM]	1.3µM*	25µM*	14%[12.7 µM]	u	-8%	0%[59 µM]	x
Pin1 inhibitor	5%	-4%	2%	-7%	34%[activator]	-8%	-10%	3%
HP1b binding inh	54%[activator]	-9%	-22%	33%	-20%	11%	8%	17%

25: Brc1ccccc1Cn1c(-c2cncs2)nc2ccccc21
26: Cc1nc2ccccc2c(=O)n1-c1cc(F)ccc1F
27: CSc1ccccc1C(=O)C1CCCN(Cc2ccncc2)C1 (stereo not drawn)
28: CN(CC(=O)Nc1cccc(F)c1)CC(=O)Nc1cccc(S(=O)(=O)N(C)c2ccccc2)c1
29: OCCN1CCN(CCCN2c3ccccc3Sc3ccc(C(F)(F)F)cc32)CC1
30: CCOP(=O)(OCC)c1ccc(OP(=O)(c2cccc([N+](=O)[O-])c2)c2cccc([N+](=O)[O-])c2)cc1
31: CC(=NCCCn1ccnc1)c1c(O)n(Cc2ccccc2)c(=O)[nH]c1=O
32: CNC(=O)O/N=C/c1nn(C(=O)C(C)(C)C)cc1Br
Assay by compound	25	26	27	28	29	30	31	32
PI4K2A inh	-2	2	-1	0	-10&-6&-4	-1	2	-3
BAZ2B inh	-6%	4%	-10%	x	u	-15%	u	2%
GLS inhibitor	3%	5%	-2%	-1%	27%&61%	-9%	-6%	1%
Tb PGK inh	4%	3%	1%	-11%	-1%	6%	-7%	2%
JMJD2A Tudor	u	-5%	-22%	0.89µM*	79µM*	-17%	-19%	3%
POLH inh	-14%	5%	-6%	-28%	-3%	2%	-3%	-8%
G9a inh	-1%	-2%	x	x	11µM*!	x	-8%	x
Pin1 inhibitor	u	3%	0%	7%	-4%	-5%	0%	-4%
HP1b binding inh	31%	15%	19%	40µM*	10%	19%	36%	21%

By substructure: the compounds so far with two or more sulfur atoms
2: Cc1ccc(C(=O)NC(=S)NNS(=O)(=O)c2ccc(C)cc2)cc1
18: S=c1[nH]nc(-c2ccco2)n1/N=C/c1cccs1
Assay by compound	2	18
PI4K2A inh	13	-3
BAZ2B inh	-9%	-33%
GLS inhibitor	49%[activator]	-2%
Tb PGK inh	0%	-11%
JMJD2A Tudor	-33%	40µM*
POLH inh	-9%	u
G9a inh	7%[59 µM]	1.3µM*
Pin1 inhibitor	-3%	-4%
HP1b binding inh	4%	-9%

The results go on.
33: COc1ccc(N=Cc2c(O)n(Cc3ccccc3)c(=S)[nH]c2=O)c(OC)c1
34: CC(=O)c1c(C)n(C2CCCCC2)c2ccc(O)cc12
35: CCOC(=O)CSc1ccc2ccccc2n1
36: COC(=O)C1=C(c2cccc(C#N)c2)C[C@@H]2CC[C@H]1N2C(=O)NCCCOC(C)C
37: CCOc1cccc(OCC)c2c(C)[n+](CC3CCCO3)c(C)c1-2 (stereo not drawn)
38: O=C(c1ccccc1)N1CCN(CCc2ccccc2)CC1
39: COc1ccccc1-n1c(-c2cccs2)nc2ccccc2c1=O
40: O=C(O)C(F)(F)S(=O)(=O)O
41: Cn1c(O)c(C(=Nc2ccc(F)cc2)c2ccccc2Cl)c(=O)n(C)c1=O
42: Cc1nc2c(=O)n(C)c(=O)nc-2n(C)n1
43: CCCc1cc(=O)oc2cc(OCc3ccc(C(=O)O)o3)ccc12
Assay by compound	33	34	35	36	37	38	39	40	41	42	43
PI4K2A inh	-3	0	-8	1	u	-22	0	2	-4	-55*	-5
BAZ2B inh	0%	-29%	8%	12%	25µM*	u	-27%	11%	-38%	-5%	-7%
GLS inhibitor	-13%	u	-2%	1%	11%	-3%	-1%	3%	-2%	-7%	82%[activator]
Tb PGK inh	8%	i	-10%	9%	-5%	-4%	-9%	-3%	3%	u	-17%
JMJD2A Tudor	-8%	2%[11.4 µM]	29%	-1%	35µM*	-12%	-1%	-20%	-22%	6%	-12%
POLH inh	2%	-9%	-4%	-12%	45µM*	1%	-10%	-10%	-7%	0.79µM*	u
G9a inh	-39%	15%[59 µM]	108%[activator]	-1%[0.501 µM]	u	u	-27%	-2%[59 µM]	x	-18%[59 µM]	u
Pin1 inhibitor	u	1%	0%	6%	u	0%	4%	-9%	8%	u	1%
HP1b binding inh	27%	43%[activator]	30%	26%	-1%	15%	40%[activator]	5%	5%	17%	4%

Bioassay records deposited in PubChem BioAssay by National Center for Advancing Translational Sciences (NCATS).

Not all compounds are listed. The share of hits here may be higher or lower than overall.
